TSHR antag = human thyrotropin receptor antagonism; TSHR-expressing cells, TSH-stimulated cAMP HTRF, 2 h; stronger effect = lower value; activity change, negative = inhibition, % at 11.5 µM; actives 0.2% (n = 330,000); AID 504810;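 active = activity change below a set negative limit, meaning inhibition stronger than a set level, cut at about -70% in these data; inconclusive = activity change between two set negative limits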; note: % is set by controls: 0 for no effect and ±100 for the full control effect
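TSHR-expressing cells, 200/well, pre-treated with compound, then stimulated with EC80 TSH (4nM final) for 2 hours at 37 deg C. cAMP measured by competitive HTRF: anti-cAMP cryptate antibody in lysis buffer plus cAMP-d2, read after 30 minutes at room temperature.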
AT treatment = candidate therapy for ataxia-telangiectasia; Potency, µM (top dose mostly 57.5 µM), inactives show at the top dose activation, most hits filed as activators; actives 0.19% (n = 320,000); […] A-T fibroblasts, KAP-1 phosphorylation AlphaLISA; neocarzinostatin DNA damage 30 min before lysis; AID 485349; note: potency is the fitted concentration of half-maximal effect; % of control where 0% means no effect; nearly all actives have a fitted effect of over 45% in size
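ATM-like activity read as KAP-1 phosphorylation via AlphaLISA donor/acceptor antibody pairs after lysis and 6 hr at 25C. Cells were ATM-null patient fibroblasts ([…], hTERT), dosed 60 min, then exposed to the DSB inducer NCS for 30 min.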
Integrin act MD = integrin-mediated muscular dystrophy alleviation activation; alpha7betagal myoblasts, beta-gal FDG fluorescence, 48 h; Potency, µM (series often up to 38.3 µM), inactives show at the top dose activation, hits mostly activators; actives 0.064% (n = 350,000);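 note: potency is the fitted concentration of half-maximal effect; 100% = response of the positive control SU9516; nearly all actives have a fitted effect of over 60% in size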
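alpha7betagal+/- myoblasts (passage 13, 250/well) treated 48 h at 37C with compounds at 1:260 dilution of DMSO stock. Lysed, then beta-galactosidase activity read as FDG fluorescence (ex 480/em 540) after 30 min, with pre-read for autofluorescence.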
Mito fusion act = blocks mitochondrial division or promotes mitochondrial fusion | S. cerevisiae fusion-defective mutant growth rescue, CellTiterGlo 48 h | Potency, µM (top dose mostly 46.1 µM), inactives show at the highest dose growth rescue (activation), most hits filed as activators | actives 0.23% (n = 320,000) | AID 485298;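 note: potency is the fitted concentration of half-maximal effect; % of control where 0% means no effect; nearly all actives have a fitted effect of over 45% in size; temperature-sensitive fusion mutants such as fzo1-1 at 37 °C on non-fermentable ethanol glycerol medium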
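Luminescent cell viability in 1536-well qHTS format served as the measure of rescued growth in ts fusion-mutant S. cerevisiae cultured on non-fermentable YPEG for 48 hours at 37C.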
S-ASM inh = human S-ASM enzyme inhibition; Potency, µM (series often up to 57.5 µM), for inactives: top-dose activity change, negative = inhibition, actives largely listed as inhibitors; actives 0.006% (n = 340,000); placental ASM, HMU-PC fluorogenic substrate, 60 min; P17405; note: potency is the fitted concentration of half-maximal effect
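Human placenta-derived ASM enzyme was preincubated with compound for 10 minutes at room temperature, then given fluorogenic substrate HMU-PC0 (9 uM final) for 60 minutes at 37 °C; a pH 10 stop preceded fluorescence reading at Ex 386/Em 447 nm.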
Menin-MLL TR inh = inhibitors of human menin-MLL interaction, mutant MLL peptide | Potency, µM (doses to about 61.6 µM), for the others: top-dose FP activity change, negative = inhibition, most hits filed as inhibitors | Menin + Texas Red MLL mutant peptide, fluorescence polarization | AID 1768 | actives 0.23% (n = 270,000); active = well fitted inhibition curve with a large enough effect in the polarisation, with a control signal flat, not every such curve was filed as active; inconclusive = small, poorly fitted or top-dose-only effect, or effect the other way, or a change in a side signal; inactive = no such curve, though single readings can be large or run the other way; the % refers to the polarisation; note: potency is the fitted concentration of half-maximal effect; % of control where 0% means no effect; many of its hits are not listed in these tables
TCR act = T cell receptor activation | primary human leukocytes, anti-CD3, IL-2 HTRF, 48 h | Potency, µM (doses to about 9.22 µM), without a hit: top-dose activation of IL-2 secretion, hits mostly activators | 330,000 tested, under 10 active; note: % of control where 0% means no effect
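IL-2 produced over 48 hr by a-CD3 bead-stimulated primary human leukocytes exposed to compounds was detected with a homogeneous time-resolved FRET immunoassay, 665nm acceptor signal after 320nm excitation.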
TSG101-PTAP inh = blocks PTAP/TSG101 interaction to inhibit HIV-1 budding | Q99816 | Fluorescence polarization, FITC-PTAP peptide / Tsg101 binding | Potency, µM (doses to about 115 µM), without a hit: at the top dose activity change, negative = inhibition, most hits filed as inhibitors | 340,000 tested, under 10 active | AID 493005; active = well fitted inhibition curve with a large enough effect in the main read-out, with a control signal flat, not every such curve was filed as active; inconclusive = small, poorly fitted or top-dose-only effect, or effect the other way, or a change in a side signal; inactive = no such curve, though single readings can be large or run the other way; note: potency is the fitted concentration of half-maximal effect; % of control where 0% means no effect
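Fluorescence polarization binding of Tsg101 binding domain (10 uM final) to FITC-labeled PTAP peptide (50 nM final) in HEPES pH 7.5 buffer with NaCl, Tween 20, EDTA, TCEP. Compounds added before peptide; binding 20 min at RT.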
CXXC DNA block = inhibitors of human MLL CXXC domain-DNA interaction. AID 2662. actives 0.037% (n = 290,000). MLL-CXXC / FITC-HOXA9 DNA fluorescence polarization. Potency, µM (highest dose often 115 µM), for inactives: top-dose activity change, negative = inhibition, actives largely listed as inhibitors. Q03164; active = well fitted inhibition curve with a large enough effect in the polarisation, with a control signal flat, not every such curve was filed as active; inconclusive = small, poorly fitted or top-dose-only effect, or effect the other way, or a change in a side signal; inactive = no such curve, though single readings can be large or run the other way; the % refers to the polarisation; note: potency is the fitted concentration of half-maximal effect
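Steps: dispense CXXC domain solution (7 uM) → pin compounds or unlabeled HOX-A9 DNA control → 5 min ambient → add FLSN-HOX-A9 solution (50 nM) → spin → 30 min ambient → fluorescence polarization. Tris pH 7.5/NaCl/DTT/BSA buffer.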
MBNL1 CUG block = blocks human MBNL1 binding to CUG repeat RNA; Q9NR56; TR-FRET MBNL1-His/biotin-(CUG)12 binding, 665/545 ratio; Potency, µM (top dose mostly 57.5 µM), for the others: at the highest dose activity change, negative = inhibition, hits mostly inhibitors; actives 0.036% (n = 280,000); AID 2675; active = well fitted inhibition curve with a large enough effect in the signal ratio, with a control signal flat, not every such curve was filed as active; inconclusive = small, poorly fitted or top-dose-only effect, or effect the other way, or a change in a side signal; inactive = no such curve, though single readings can be large or run the other way; the % refers to the signal ratio; note: potency is the fitted concentration of half-maximal effect; % is set by controls: 0 for no effect and ±100 for the full control effect
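MBNL1-His + Biotin-(CUG)12, cpd titration 92 nM–58 uM; Tb anti-His Ab 0.055 ng/ul, SA-XL665 5 nM (final); 60 min RT; ratiometric 665/545 nm, Ex 340 nm; normalized to buffer and full-complex controls.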
The depositor's hits bear a star; ? = inconclusive; . = not tested or not shown; [ ] = remark or other dose. Unless noted, calls come from the whole dose curve; as a rule, active = well fitted curve in the direction sought with a large enough effect; inconclusive = small, poorly fitted or top-dose-only effect, or another doubt; inactive = no such curve, though single readings can be large; an effect the other way counts as inactive or inconclusive. An excerpt; count on the stated rates, not on these rows.

SMILES | TSHR antag | AT treatment | Integrin act MD | Mito fusion act | S-ASM inh | Menin-MLL TR inh | TCR act | TSG101-PTAP inh | CXXC DNA block | MBNL1 CUG block
Cc1ccc(NC(=O)C2CCCN(S(=O)(=O)c3c(C)noc3/C=C/N(C)C)C2)cc1F (stereo not drawn) | -3 | ? | 22% | -3% | -3% | 1% | -3% | -1% | -2% | -5%
O=c1[nH]c(C2CCN(S(=O)(=O)c3cccc(Cl)c3)CC2)nc2c1nnn2Cc1ccccc1 | -103* | -6% | -114%[inhibitor] | 6% | -16% | 39%[activator] | -6% | 0% | -4% | -5%
COc1ccc(N2Cc3cccc(C(=O)N4CCN(C(=O)c5ccco5)CC4)c3C2=O)cc1 | 9 | 5% | 15% | 1% | -3% | 5%[11.7 µM] | -5% | -5% | 2% | 4%
O=S1(=O)CCN2C(=N1)Sc1c2ccc2c1CCCC2 | 0 | 7% | 19% | 10% | 0% | -2% | . | 1% | -4% | -10%
COc1ccc(NC(=O)C2CC(c3ccccc3Cl)=NO2)cc1 (stereo not drawn) | -2 | 11% | 31% | 1% | 3% | 7% | . | -2% | 1% | 0%
COc1cc(OC)c2c(C)cc(=O)oc2c1C(CCN1CCOCC1)c1ccc2c(c1)OCO2 (stereo not drawn) | -2 | -6% | -3% | -10% | 1% | . | -5% | . | -4% | 6%
Cc1ccc(SC[C@H](Cc2ccccc2)N2CC[C@@H](NC(=O)OCc3ccccc3)CCC2=O)cc1 | -5 | 5% | . | -7% | . | ? | . | . | -5% | -9%
CC(OC(=O)C1CCCC1)C(=O)Nc1ccc(S(N)(=O)=O)cc1 (stereo not drawn) | 20 | -8% | 7% | -7% | -1% | . | -1% | 0% | . | .
COc1ccccc1C(=O)Nc1ccc(-c2nnn(CC(=O)N3CCN(C(=O)c4ccco4)CC3)n2)cc1 | 22 | 14% | 20% | 5% | -5% | -21% | -11% | -2% | ? | 19%
COc1cc(NC(=S)NCCC(c2ccccc2)c2ccccc2)c(OC)cc1Cl | -5 | 0% | 21% | 8% | -1% | -25% | 2%[46.1 µM] | -5% | 7% | 3%
CCOC(=O)C1=C(C)NC(=O)NC1/C=C\c1ccccc1 (stereo not drawn) | 8 | -2% | -27% | 2% | 0% | -21% | . | -1% | 9% | -4%
CCN(c1ccccc1)C1(O)C(=O)c2ccccc2C1=O | 1 | 1% | 26% | 9% | -1% | -16% | -7% | 1% | -4% | 7%
CCOc1ccc(N(C)Cc2cc(=O)oc3ccc(OCC)cc23)cc1 | -2 | 14% | -7% | 26% | -15% | 6% | -7% | 2% | -17% | -3%
CCOC(=O)c1cnc(-c2ccc(C(F)(F)F)cn2)[nH]c1=O | -3 | 1% | 4% | -1% | 1% | . | -1% | 0% | -8% | 18%
COc1ccc(-c2ccc(SCc3ccccn3)nn2)cc1OC | ? | 2% | 12% | 25% | 5% | ? | 3% | -8% | -5% | -16%
O=C(NCC(=O)N1CCN(S(=O)(=O)c2ccccc2F)CC1)c1ccc2c(c1)OCO2 | -17 | . | 0% | -2% | -2% | . | -2% | -3% | . | .
CSc1ccc(/C=N/N(C)S(=O)(=O)c2ccc(C)cc2)cc1 | -11 | 21% | 0% | 0% | -1% | ? | -7% | -1% | 8% | 12%
COc1cc(/C=C2\NC(=S)N(C)C2=O)ccc1O | 4 | -7% | 3% | 0% | -14% | 43%[activator] | -1% | 6% | ? | ?
CCOC(=O)c1c(-c2cccs2)csc1NC(=O)CSc1ncn[nH]1 | -20 | -2% | -15%[7.66 µM] | 6% | -12% | 18% | 6% | -6% | -9% | 3%
O=c1c2nccnc2[nH]c(=S)n1Cc1ccccc1Cl | 9 | -1% | -6% | 2% | -3% | -1% | 4% | -1% | -17% | ?
Cc1nn(-c2ccccc2)c(/N=C/c2ccccc2O)c1-c1ccccc1 | 21 | 5% | 15% | 1% | -6% | -5% | -3%[46.1 µM] | -3% | ? | .
CCOC(=O)Nc1ccc2ncn(C)c(=O)c2c1 | -9 | -11% | -5% | -1% | -1% | -11% | -4% | -3% | -3% | -2%
Cc1ccc(S(=O)(=O)CCC(=O)NNC(=O)CN(C)S(=O)(=O)c2ccc(C)cc2)cc1 | 31 | 5% | -21% | . | 14% | . | -1% | -1% | . | .
CN(C)Cc1ccc(CNC(=O)COc2ccc3ccccc3c2)cc1 | 5 | 4% | -3% | -7% | 19% | -28% | 4% | 1% | 9% | 5%
C=CCOc1cccc(C2/C(=C(/O)c3ccc(F)cc3)C(=O)C(=O)N2CCN2CCOCC2)c1 (stereo not drawn) | -1 | -1% | -8% | 1% | -1% | 0% | 7% | -7% | -8% | -2%

4 structures already listed, arranged by molecular weight, highest first:
SMILES | TSHR antag | AT treatment | Integrin act MD | Mito fusion act | S-ASM inh | Menin-MLL TR inh | TCR act | TSG101-PTAP inh | CXXC DNA block | MBNL1 CUG block
O=c1[nH]c(C2CCN(S(=O)(=O)c3cccc(Cl)c3)CC2)nc2c1nnn2Cc1ccccc1 | -103* | -6% | -114%[inhibitor] | 6% | -16% | 39%[activator] | -6% | 0% | -4% | -5%
CCOc1ccc(N(C)Cc2cc(=O)oc3ccc(OCC)cc23)cc1 | -2 | 14% | -7% | 26% | -15% | 6% | -7% | 2% | -17% | -3%
COc1ccc(NC(=O)C2CC(c3ccccc3Cl)=NO2)cc1 (stereo not drawn) | -2 | 11% | 31% | 1% | 3% | 7% | . | -2% | 1% | 0%
COc1cc(/C=C2\NC(=S)N(C)C2=O)ccc1O | 4 | -7% | 3% | 0% | -14% | 43%[activator] | -1% | 6% | ? | ?

More structures.
SMILES | TSHR antag | AT treatment | Integrin act MD | Mito fusion act | S-ASM inh | Menin-MLL TR inh | TCR act | TSG101-PTAP inh | CXXC DNA block | MBNL1 CUG block
CCC(O)c1nc2ccccc2n1CCc1ccccc1 (stereo not drawn) | -9 | 5% | 1% | -1% | 8% | -1% | 0% | 1% | 29% | -1%
COc1cc(C(=O)NCC2CCCO2)cc(OC)c1OC (stereo not drawn) | -4 | -1% | 15% | -8% | 7% | -16% | 10%[46.1 µM] | -13% | 8% | ?
O=C(/C=C/c1ccc2c(c1)OCO2)NCCSCc1ccc(Cl)cc1Cl | -44 | 0% | -21% | 10% | -14% | 17% | -6% | 10% | -2% | 8%
CCOc1ccc(C(=O)NCCN2CCCCC2)c(OCC)c1 | 12 | 5% | -23% | 1% | 7% | -2% | -2% | 0% | -4% | -2%
O=C(NC1CCCCCC1)c1ccc(Cl)c(S(=O)(=O)N2CCOCC2)c1 | 7 | -1% | 1% | -7% | 0% | 11% | -12% | -3% | 13% | 5%
CC(C)(C)OC(=O)C[C@H]1C/C=C\C[C@H](CC(=O)N(CCO)Cc2ccccc2)C(=O)N[C@@H](Cc2ccccc2)COC1=O | 9 | 4% | -20% | . | -1% | . | -5% | 0% | . | .
O=S(=O)(c1cccc(-c2nnco2)c1)N1CCCC1 | 6 | -5% | -9% | -2% | 2% | -11% | 9% | 2% | 13% | 4%
O=c1n(Cc2ccccc2)nc2n1-c1ccccc1SC2 | 6 | 8% | 0% | 0% | 4% | . | 4% | -1% | 0% | -16%
COc1ccc(C(=O)N/N=C(/C)c2cccc(NC(=O)C(F)(F)F)c2)cc1 | -8 | -12% | 3% | 0% | -9% | 7% | -2%[46.1 µM] | 0% | 1% | -2%
O=C(CCCOc1ccccc1)Nc1ccc(Cl)c(S(=O)(=O)N2CCOCC2)c1 | 2 | . | -16% | . | -4% | . | 3% | -1% | . | .
CCN1CCN(C(c2cccs2)C(C)NC(=O)c2cccnc2)CC1 (stereo not drawn) | -12 | 4% | -5% | -3% | -2% | -16% | 12% | -2% | -5% | 6%
COc1cc(/C=C2\SC(=S)N(NC(=O)c3ccccc3OC)C2=O)ccc1O | -10 | -2% | 0% | -1% | ? | ? | -5% | 2% | 67%[activator] | ?
Cc1nc(SCC(=O)Nc2ccc3[nH]c(=O)[nH]c3c2)nc(C)c1C | 18 | 0% | 20% | . | 7% | . | 0% | 0% | . | .
CC(C)NC(=O)C1=NN(c2ccccc2)C(=O)CC1 | -10 | 5% | ? | 1% | -1% | -6% | -3% | 1% | -15% | -4%

Bioassay records deposited in PubChem by National Center for Advancing Translational Sciences (NCATS).
